Source: PubChem BioAssay (National Center for Advancing Translational Sciences (NCATS))
CCT modulator – modulators of cytosolic chaperonin (CCT/TRiC) activity. purified chaperonin ATPase assay, HTRF ADP detection, 30 min. activity change, % (test concentration not listed), hits read low. 360,000 tested, 0.3% active. AID 651819; in the data active means activity change below about -30%; further: on the % scale 0 is the no-effect control and ±100 the full control effect
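First, chaperonin was dispensed at 40 nM or 20 nM final depending on batch activity. Next, compounds were pinned at 76 uM and ATP added at 10 uM. After 30 min at 37 °C, ADP detection reagents ran 30 min at ambient temperature.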
Mm-Cpn inhibitor – M. maripaludis TRiC chaperonin inhibition. purified Mm-Cpn ATPase, ADP Transcreener TR-FRET. Potency, µM (top dose mostly 76.9 µM), for the others: at the highest dose activity, negative = inhibition, actives largely listed as inhibitors. 330,000 tested, 0.031% active. AID 504842; further: potency means the concentration at half of the fitted maximal effect; on the % scale 0 is the no-effect control and ±100 the full control effect; nearly all actives have a fitted effect of over 80% in size
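Purified archaeal Mm-CPN (25nM final) preincubated 10 min at 37degC with compound, then 10uM ATP for 30 min at 37degC; ADP measured by HTRF Transcreener TR-FRET; buffer 30 mM TRIS pH 7.4, 100mM KCl, 5mM MgCl2, 1mM DTT.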
EPAC1 antag – EPAC1 (human) antagonism; O95398; EPAC1 GEF assay, Rap1b-BODIPY-GDP exchange fluorescence; Potency, µM (doses to about 115 µM), for inactives: top-dose activity change, negative = inhibition, most hits filed as inhibitors; 360,000 tested, 0.14% active;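 further: potency means the concentration at half of the fitted maximal effect; plate controls were vehicle for no effect and positive control for full effect; nearly all actives have a fitted effect of over 50% in size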
Target sequence (O95398 whole entry, looked up): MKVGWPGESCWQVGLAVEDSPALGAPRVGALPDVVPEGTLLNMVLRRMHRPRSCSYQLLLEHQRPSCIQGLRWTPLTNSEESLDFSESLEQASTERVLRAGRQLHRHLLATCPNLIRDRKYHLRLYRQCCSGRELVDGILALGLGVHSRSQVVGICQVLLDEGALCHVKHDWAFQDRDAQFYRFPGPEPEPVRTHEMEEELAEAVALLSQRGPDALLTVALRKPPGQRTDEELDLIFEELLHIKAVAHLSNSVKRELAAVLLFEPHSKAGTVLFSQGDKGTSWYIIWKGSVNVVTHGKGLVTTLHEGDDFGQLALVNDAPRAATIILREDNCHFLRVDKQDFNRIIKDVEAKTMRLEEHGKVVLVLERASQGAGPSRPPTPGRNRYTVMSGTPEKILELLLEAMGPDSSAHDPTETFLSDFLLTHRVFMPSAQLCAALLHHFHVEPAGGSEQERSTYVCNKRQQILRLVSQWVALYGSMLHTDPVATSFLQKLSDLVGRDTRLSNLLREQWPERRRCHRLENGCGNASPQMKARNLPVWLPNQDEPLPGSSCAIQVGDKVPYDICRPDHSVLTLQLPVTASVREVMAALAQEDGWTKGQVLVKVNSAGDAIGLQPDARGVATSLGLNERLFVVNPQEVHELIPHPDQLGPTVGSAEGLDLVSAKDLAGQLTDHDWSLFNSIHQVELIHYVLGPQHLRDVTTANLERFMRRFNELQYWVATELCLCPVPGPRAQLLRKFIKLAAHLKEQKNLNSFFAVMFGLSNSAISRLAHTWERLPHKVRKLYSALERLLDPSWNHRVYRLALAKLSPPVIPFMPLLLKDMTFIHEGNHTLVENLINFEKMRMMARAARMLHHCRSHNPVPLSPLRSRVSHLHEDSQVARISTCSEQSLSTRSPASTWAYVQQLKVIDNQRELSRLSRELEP
EPAC1 ag – agonists of human EPAC1; O95398; EPAC1 agonist qHTS, biochemical assay; response scale: 100% = response to 6.5 mM cAMP; Potency, µM (top dose mostly 154 µM), for the others: top-dose activation, actives largely listed as activators; 360,000 tested, 0.073% active; further: potency means the concentration at half of the fitted maximal effect; nearly all actives have a fitted effect of over 60% in size
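Read-out is the fluorescence drop as BODIPY-GDP leaves Rap1B (480 nm excitation, 540 nm emission), recorded every 5 minutes over 30 minutes. Reactions held 100 nM EPAC1, 250 nM Rap1B–BODIPY-GDP and 50 uM GDP, with 6.5 mM cAMP setting full activation.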
PLK1 PBD inh – PLK1 (human) polo-box domain binding inhibition; P53350; Plk1 PBD binding of FITC phosphopeptide, fluorescence polarization; Potency, µM, for inactives: max response, negative = inhibition, most hits filed as inhibitors; 360,000 tested, 2.8% active; AID 720504; further: potency means the concentration at half of the fitted maximal effect; series mostly up to about 57 µM; on the % scale 0 is the no-effect control and ±100 the full control effect; nearly all actives have a fitted effect of over 65% in size
EPAC2 antagonist – antagonists of human EPAC2 | 360,000 tested, 0.18% active | Potency, µM (titrated, usually from 114 µM), without a hit: at the top dose activity, negative = inhibition, most hits filed as inhibitors | Q8WZA2 | EPAC2 GEF exchange of Rap1B-BODIPY-GDP, fluorescence; further: potency means the concentration at half of the fitted maximal effect; on the % scale 0 is the no-effect control and ±100 the full control effect; nearly all actives have a fitted effect of over 45% in size; many of its hits are not listed in these tables
WRN inhibitor – inhibitors of human WRN helicase | Q14191 | 360,000 tested, 0.46% active | Potency, µM (titrated, usually from 114 µM), for the others: top-dose activity change, negative = inhibition, hits mostly inhibitors | WRN helicase unwinding, fluorescent forked duplex, kinetic; further: potency means the concentration at half of the fitted maximal effect; on the % scale 0 is the no-effect control and ±100 the full control effect; nearly all actives have a fitted effect of over 55% in size
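WRN at 20 nM final preincubated with compound 15 min at room temperature; reaction started with 100 nM fluorophore/quencher forked duplex oligonucleotide and 2 mM ATP final. Unwinding followed kinetically by red fluorescence (ex 525, em 598 nm).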
PI5P4K alpha inh – PI5P4K alpha (human) kinase inhibition. P48426. PI5P4Kalpha enzyme, ADP-Glo luminescence, 60 min; active compounds read low. max response, %. 330,000 tested, 1.2% active; active means max response of -50% or lower; inconclusive means between -30% and -50%; inactive means -30% or higher; further: value at the top dose of about 77 µM; on the % scale 0 is the no-effect control and ±100 the full control effect
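ADP-Glo luminescence end-point after a 60 min room-temperature kinase reaction. PI5P4Kalpha and substrate in HEPES pH 7.4 buffer with EGTA, 0.1% CHAPS and 5% DMSO; ATP at 5 microM final.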
Numbers without * were called inactive; ? = inconclusive; . = no result given; & = joins results of further samples; [ ] = dose if it differs, or a comment. Unless noted, the call rests on the fitted dose curve; in most records, active means well fitted curve in the direction sought with a large enough effect; inconclusive means small, poorly fitted or top-dose-only effect, or another doubt; inactive means no such curve, though single readings can be large; an effect the other way counts as inactive or inconclusive. An excerpt; count on the stated rates, not on these rows.

SMILES	CCT modulator	Mm-Cpn inhibitor	EPAC1 antag	EPAC1 ag	PLK1 PBD inh	EPAC2 antagonist	WRN inhibitor	PI5P4K alpha inh
O=C(C1=NN[C@@H]2C(=O)N(c3ccccc3C(F)(F)F)C(=O)[C@H]12)c1ccc2ccccc2n1	0.0	1.0%	-3.6%	0.5%	-2.8%	17.9%	-6.5%	2.0
Cc1cc(-c2ccccc2)nc2cc(C(N)=O)nn12	0.7	-2.8%	4.6%	-0.8%	-16.8%	11.1%	?	-28.6
N#C/C(C(=O)Oc1ccccc1)=C1/Nc2ccccc2-c2ccccc21	0.8	-25.7%	-15.3%	5.0%	7.2%	-4.6%	-8.4%	0.0
CCOc1ccccc1OCC(=O)Nc1cccc(S(=O)(=O)NC2=NCCCCC2)c1	0.0	1.0%	-11.7%	-3.8%	5.5%	4.9%	3.7%	1.4
CC(OC(=O)C1COc2ccccc2O1)C(=O)N(C)c1ccccc1 (centres undefined)	-2.8	1.6%	-8.2%	7.1%	-15.4%	10.4%	-1.1%	-1.8
O=C(c1ccco1)N1CCN(S(=O)(=O)c2cccs2)CC1	3.8	-0.3%	5.4%	2.5%	-3.4%	-1.5%	-4.8%	.
CCSc1nnc(NC(=O)CSc2nnc(CNC(=O)c3ccc(OC)cc3)o2)s1	-2.3	-11.7%	-30.8%	8.9%	-13.2%	-9.4%	-28.2%	1.8
O=C(CSc1nnc(SCc2ccccc2)s1)N/N=C/c1ccc(C(=O)O)cc1	-2.7	1.6%	-8.4%	6.5%	-6.2%	-10.8%	-9.2%	-6.7
COc1ccc(C/C(N)=N/OC(=O)C(c2ccccc2)c2ccccc2)cc1OC	-0.2	0.8%	-8.4%	8.0%	-3.1%	-6.9%	-8.5%	.
COC(=O)CNC(c1ccccc1Cl)c1cc(Br)ccc1NC(=O)CCN1CCOCC1 (centres undefined)	-1.4	-1.3%	-16.7%	-1.3%	-6.3%	-0.3%	-4.6%	-7.1
Cc1ccc(CNC(=O)C2CCC(=O)N(CCc3cccc(F)c3)C2)s1 (centres undefined)	-1.9	2.0%	10.0%	-3.2%	-3.8%	-2.1%	-3.1%	0.8
O=C(Nc1ccc(O)cc1)c1cc2n(n1)C(C(F)(F)F)CC(c1ccco1)N2 (centres undefined)	1.4	1.8%	9.1%	-7.3%	-1.9%	8.6%	-16.1%	4.9
CCc1ccc(NC(=O)C2CCN(S(=O)(=O)c3c(C)[nH]c(=O)[nH]c3=O)CC2)cc1	-2.5	0.4%	3.6%	8.5%	-1.5%	-2.1%	-12.6%	.
CC(=O)Nc1ccc(C2=NNC(=NCC3CCCO3)SC2)cc1 (centres undefined)	-1.3	-0.9%	-6.6%	-9.3%	-29.2%	15.6%	-33.9%	-1.5
CC(OC(=O)c1cc(=O)[nH]c2ccccc12)C(=O)c1ccccc1 (centres undefined)	2.3	0.8%	6.6%	-2.7%	-6.9%	5.2%	-1.2%	0.0
CN1/C(=C\C(=O)c2cccs2)Sc2ccccc21	0.5	-0.3%	-12.1%	-14.5%	?	-7.2%	-38.0%	-2.7
O=C(CSc1ccccn1)Nc1ccc(Cl)cn1	-1.9	-1.7%	8.7%	14.4%	23.8µM*	4.0%	4.5%	-12.6
CCCN1CCN(CCCNC(=O)c2ccccc2NC(=O)C2=C(C)OCCS2)CC1	-5.9	-7.3%	-6.3%	1.1%	-15.2%	5.7%	0.4%	-1.0
CCCn1c(SCC(=O)c2ccc3c(c2)OCCO3)nnc1C(C)C	-1.8	1.4%	2.1%	10.7%	2.99µM*	8.4%	-25.8%	?
COc1ccc([N+](=O)[O-])cc1NC(=O)CSCc1ccccc1	-2.3	2.0%	-12.4%	14.2%	-24.4%	-3.2%	-7.0%	-4.1
CC(NC(=O)CCCn1cc([N+](=O)[O-])cn1)c1ccccc1 (centres undefined)	-0.4	-0.5%	-10.3%	-10.8%	-20.6%	-1.7%	13.5%	4.4
O=C(COC(=O)Cc1ccc(Cl)c(Cl)c1)NCc1ccco1	-0.4	-0.8%	-4.5%	-1.0%	-0.7%	-6.1%	1.5%	0.1
O=C(NCC(c1cccs1)N1CCOCC1)c1ccc([N+](=O)[O-])cc1 (centres undefined)	-5.6	1.6%	-20.2%	0.3%	-20.2%	-0.8%	-2.5%	-8.5
C=CCN1C(=O)c2ccc(C(=O)N(C)CC(=O)Nc3ccccc3Br)cc2C1=O	-0.1	3.6%	1.6%	1.3%	3.8%	3.1%	-7.2%	7.4

Gathered by group: the compounds so far containing an NH in an aromatic ring (two)
SMILES	CCT modulator	Mm-Cpn inhibitor	EPAC1 antag	EPAC1 ag	PLK1 PBD inh	EPAC2 antagonist	WRN inhibitor	PI5P4K alpha inh
CCc1ccc(NC(=O)C2CCN(S(=O)(=O)c3c(C)[nH]c(=O)[nH]c3=O)CC2)cc1	-2.5	0.4%	3.6%	8.5%	-1.5%	-2.1%	-12.6%	.
CC(OC(=O)c1cc(=O)[nH]c2ccccc12)C(=O)c1ccccc1 (centres undefined)	2.3	0.8%	6.6%	-2.7%	-6.9%	5.2%	-1.2%	0.0

The listing continues:
SMILES	CCT modulator	Mm-Cpn inhibitor	EPAC1 antag	EPAC1 ag	PLK1 PBD inh	EPAC2 antagonist	WRN inhibitor	PI5P4K alpha inh
COc1ccc(N2CCN(CC(=O)N3c4ccccc4CC3C)CC2)cc1 (centres undefined)	-1.8	-0.3%	-5.0%	-5.5%	-0.2%	8.1%	-7.6%	-2.3
Cc1ccc(S(=O)(=O)NCCc2cc3ccc(C)c(C)c3[nH]c2=O)cc1	2.2	2.3%	-18.2%	9.6%	-22.0%	3.7%	-2.8%	0.0
CC(=O)Nc1ccc(C(=O)NN2C(=O)c3ccccc3C2=O)cc1	2.4	5.0%	-18.8%	2.0%	-7.8%	21.5%	-4.7%	-6.5
CC(=O)N1CCc2cc(S(=O)(=O)NCCC(=O)Nc3ccc4c(c3)OCCO4)ccc21	-0.1	1.1%	3.7%	-11.0%	-13.4%	-0.9%	6.1%[57.1 µM]	2.0
CC(C)c1ccc(N2C(=O)CC(NNC(=O)c3cccnc3)C2=O)cc1 (centres undefined)	1.5	3.1%	-11.2%	-6.8%	-1.2%	0.5%	-10.3%	0.7
CC(C)c1nc(SCC(=O)NC2CCCC2)c2c(=O)n(C)c(=O)n(C)c2n1	-0.9	-0.5%	1.1%	9.9%	-5.1%	-1.3%	-2.8%	13.0
CC(C)=CCc1c2c(c3occ(-c4ccc(O)c(O)c4)c(=O)c3c1O)C=CC(C)(C)O2	1.7	.	-22.8%	-21.9%	-2.7%	-27.5%	-18.6%	63.8
CCOC(=O)C1CCN(C(=O)CN(c2cc(Cl)ccc2OC)S(=O)(=O)c2ccccc2)CC1	1.4	0.3%	10.6%	1.0%	-0.9%	9.2%	-27.2%	4.4
COc1ccc(C(=O)CCc2ccccc2)c(O)c1	1.2	.	0.1%	18.3%	-5.8%	-24.5%	-1.7%	11.4
Cc1c(NS(=O)(=O)c2ccc3c(c2)OCCO3)cccc1-c1nc2cccnc2s1	0.2	?	-19.4%	-2.8%	3.2%	-13.5%	-0.7%	0.1
COc1ccc(Nc2nc(C)nc3c2oc2ccccc23)cc1	1.4	-0.6%	?	-4.2%	-9.0%	-5.3%	-7.5%	-4.1
Cc1ccc(CNCc2ccc3c(c2)OCO3)cc1	0.7	1.4%	-16.3%	-12.6%	-2.6%	5.8%	1.5%	13.0
COc1cc(OC)c(NC(=O)C2CCCN2C(=O)OCc2ccccc2)cc1Cl (centres undefined)	-2.8	-0.2%	-14.3%	0.3%	-7.3%	-12.3%	-0.4%[57.1 µM]	6.8
Cc1onc(-c2c(Cl)cccc2Cl)c1C(=O)Nc1ccc(Cl)cn1	-1.2	2.2%	-5.6%	26.2%	-8.9%	?	0.5%	5.6
O=C(Nc1ccccc1C(=O)N1CCOCC1)C1CC(=O)N(C2CCCC2)C1 (centres undefined)	1.0	-0.3%	-8.3%	4.7%	-8.2%	-1.6%	-7.5%	.
O=C(Cn1cc(Br)ccc1=O)Nc1ccc2c(c1)OCO2	-0.2	-3.5%	-5.9%	-6.2%	-1.4%	11.8%	5.3%	2.0
Cc1ccc(N2CCN(C(=O)NC3CCCCC3)CC2C)cc1 (centres undefined)	0.7	0.2%	3.3%	3.1%	-1.1%	6.2%	3.3%	-9.4
COCCNC(=O)CN(C(=O)CCC(=O)Nc1ccccn1)c1ccc(F)cc1	-1.2	-2.1%	-9.1%	-4.0%	-6.3%	5.2%	-2.4%	7.3
Cc1cc(Cl)c(OCCCn2cncn2)c(Br)c1	-1.6	-3.1%	3.5%	-10.5%	-9.9%	0.0%	-3.0%	2.1
CS(=O)(=O)Nc1ccc(-c2cn3cccnc3n2)cc1	-5.0	-6.4%	-13.5%	18.5%	-5.1%	-8.0%	-8.0%	-11.3
CCCCOc1ccc(Cc2c(Cl)nc(SC)nc2N2CCOCC2)cc1	-1.5	1.5%	4.4%	-3.4%	-21.2%	10.0%	4.0%	-1.3
COC(=O)CCC(C)C1CCC2C3CCC4CC(O)CCC4(C)C3=CC(=O)C12C (centres undefined)	0.8	.	-14.3%	-8.1%	6.3%	-15.1%	-7.0%	6.7
O=C(O)c1ccc(-n2nc(C(F)(F)F)c3c2CCCC3)cc1	-0.3&0.6	4.4%&0.2%	-20.3%&-2.2%	-0.8%&-0.6%	-10.4%&-12.1%	-8.4%&-8.1%	13.4%&-0.1%	2.3&14.6
O=C(/C=C/c1ccc(OCc2ccccc2)c(OCc2ccccc2)c1)c1cccnc1	-0.3	-2.9%	-11.0%	15.8%	-10.4%	-11.9%	-30.8%	16.3
CC(=O)c1cccc(NC(=O)CN2C(=O)COc3ccc(Cl)cc32)c1	0.8	-0.4%	12.5%	2.6%	-5.1%	12.6%	0.0%	.
COc1cccc(C2NC(=O)c3ccccc3O2)c1OCc1ccccc1F (centres undefined)	-3.0	-3.1%	-20.3%	-8.2%	2.9%	-9.9%	-8.6%	2.5
CN1CCN(c2nc(-c3cccc([N+](=O)[O-])c3)nc3ccccc23)CC1	-3.3	2.2%	-9.0%	7.9%	-9.9%	-4.1%	-7.6%	9.3
COc1ccc(C2CC(c3ccc(Cl)c(Cl)c3)Nc3nc(N)nn32)cc1 (centres undefined)	0.8	-0.5%	-17.8%	-1.7%	-2.0%	?	-1.9%	5.2
COc1cc(OC)cc(C(=O)N[C@H](C(=O)OCC(=O)Nc2ccc(F)c(F)c2)C(C)C)c1	-2.4	2.0%	-27.6%	-5.2%	4.6%	-3.1%	-6.9%	10.2
Cc1cccc2sc(NC(=O)c3cc(S(=O)(=O)N(C)C)ccc3N3CCCC3)nc12	-2.8	2.7%	-27.1%	6.7%	-17.8%	-11.1%	?	5.1
